Pol iota inh – qHTS for Inhibitors of Polymerase Iota | DNA polymerase iota (Homo sapiens), Q9UNA4 | Pol iota fluorescent replication assay, 10 min | Potency, µM (top dose mostly 115 µM), for inactives: at the highest dose activity, negative = inhibition, most hits filed as inhibitors | 390,000 tested, 1% active | AID 588590, 2011
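Pol iota at 10 nM preincubated 15 min with compounds at room temperature; reaction started with fluorescent substrate, 50 nM final. Fluorescence read kinetically at 0 and 10 min; buffer-only wells as negative control.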
POLH inh – qHTS for Inhibitors of Polymerase Eta. 390,000 tested, 1.2% active. recombinant Pol eta, fluorescent DNA replication assay. Potency, µM (top dose mostly 114 µM), without a hit: at the highest dose activity change, negative = inhibition, most hits filed as inhibitors. AID 588591, 2011. DNA polymerase eta (Homo sapiens), Q9Y253; further: on the % scale 0 is the no-effect control and ±100 the full control effect
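Pol eta (10 nM) was preincubated with compounds for 15 min at room temperature, after which fluorescent replication substrate (50 nM final) was added to start the reaction. Fluorescence was read kinetically at 0 and 10 min.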
APEX1 inh – qHTS Assay for Inhibitors of the Human Apurinic/apyrimidinic Endonuclease 1 (APE1). DNA repair nuclease/redox regulator APEX1 (Homo sapiens), P27695. recombinant APE1, TAMRA/BHQ-2 abasic DNA cleavage fluorescence. Potency, µM (titrated, usually from 65.8 µM), inactives show at the top dose activity change, negative = inhibition, hits mostly inhibitors. 350,000 tested, 0.35% active;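 further: plate controls were vehicle for no effect and reference inhibitor for full effect; nearly all actives have a fitted effect of over 55% in size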
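Activity was derived from the fluorescence gain between first and third kinetic reads (60 s intervals, ex 525/em 598 nm) after 50 nM THF-abasic TAMRA/BHQ-2 duplex was added to 0.75 nM APE1 preincubated 15 min with compound.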
Pol kappa inh – qHTS for Inhibitors of Polymerase Kappa | Potency, µM (series often up to 107 µM), for inactives: top-dose activity, negative = inhibition, actives largely listed as inhibitors | purified Pol kappa, fluorescent DNA synthesis assay, 10 min | 400,000 tested, 0.53% active | DNA polymerase kappa (Homo sapiens), Q9UBT6; further: on the % scale 0 is the no-effect control and ±100 the full control effect
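Kinetic fluorescence screen: compound preincubated 15 min RT with 10 nM enzyme; 50 nM substrate (final) initiates; reads at 0/10 min.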
JMJD2A Tudor inh – qHTS Assay for Inhibitors of JMJD2A-Tudor Domain; Lysine-specific demethylase 4A (Homo sapiens), O75164; AlphaScreen JMJD2A-Tudor / H3K4me3 peptide binding; Potency, µM (top dose mostly 114 µM), inactives show at the top dose activity change, negative = inhibition, hits mostly inhibitors; 390,000 tested, 4.4% active; AID 504339, 2011; further: on the % scale 0 is the no-effect control and ±100 the full control effect; nearly all actives have a fitted effect of over 50% in size
G9a inh – qHTS Assay for Inhibitors of Histone Lysine Methyltransferase G9a; G9a H3K9 monomethylation, AlphaScreen, 2 h; Potency, µM (doses to about 102 µM), without a hit: at the top dose activity, negative = inhibition, most hits filed as inhibitors; 350,000 tested, 8.8% active; further: on the % scale 0 is the no-effect control and ±100 the full control effect; nearly all actives have a fitted effect of over 75% in size
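Signal arises when biotinylated H3K9 peptide, once monomethylated, bridges streptavidin donor and antibody-captured acceptor beads. Enzyme at 20 nM was preincubated 15 min with test compounds; peptide 500 nM and SAM 20 uM then reacted for 2 h.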
BAZ2B inh – qHTS Assay for Inhibitors of BAZ2B; Bromodomain adjacent to zinc finger domain protein 2B (Homo sapiens), Q9UIF8; AID 504333, 2011; AlphaScreen BAZ2B-H3K14Ac peptide displacement; 360,000 tested, 4.4% active; Potency, µM (series often up to 114 µM), for the others: at the top dose activity change, negative = inhibition, hits mostly inhibitors; further: on the % scale 0 is the no-effect control and ±100 the full control effect; nearly all actives have a fitted effect of over 60% in size
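BAZ2B 50 nM plus b-H3(5-23)K14Ac 50 nM, PBS pH 7.4/0.01% Tween-20, 30 min RT; compound added (max 110 uM), 30 min RT; streptavidin donor/Ni-chelate acceptor beads 10 ug/mL final, 20 min dark; AlphaScreen read.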
BLM helicase inh – qHTS Assay for Inhibitors of Bloom's syndrome helicase (BLM); 350,000 tested, 0.2% active; recombinant BLM DNA unwinding, fluorescence dequenching; Potency, µM (series often up to 56.1 µM), for the others: top-dose activity change, negative = inhibition, hits mostly inhibitors; RecQ-like DNA helicase BLM (Homo sapiens), P54132;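 further: plate controls were vehicle for no effect and no enzyme for full effect; nearly all actives have a fitted effect of over 35% in size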
Target sequence (P54132 whole entry, looked up): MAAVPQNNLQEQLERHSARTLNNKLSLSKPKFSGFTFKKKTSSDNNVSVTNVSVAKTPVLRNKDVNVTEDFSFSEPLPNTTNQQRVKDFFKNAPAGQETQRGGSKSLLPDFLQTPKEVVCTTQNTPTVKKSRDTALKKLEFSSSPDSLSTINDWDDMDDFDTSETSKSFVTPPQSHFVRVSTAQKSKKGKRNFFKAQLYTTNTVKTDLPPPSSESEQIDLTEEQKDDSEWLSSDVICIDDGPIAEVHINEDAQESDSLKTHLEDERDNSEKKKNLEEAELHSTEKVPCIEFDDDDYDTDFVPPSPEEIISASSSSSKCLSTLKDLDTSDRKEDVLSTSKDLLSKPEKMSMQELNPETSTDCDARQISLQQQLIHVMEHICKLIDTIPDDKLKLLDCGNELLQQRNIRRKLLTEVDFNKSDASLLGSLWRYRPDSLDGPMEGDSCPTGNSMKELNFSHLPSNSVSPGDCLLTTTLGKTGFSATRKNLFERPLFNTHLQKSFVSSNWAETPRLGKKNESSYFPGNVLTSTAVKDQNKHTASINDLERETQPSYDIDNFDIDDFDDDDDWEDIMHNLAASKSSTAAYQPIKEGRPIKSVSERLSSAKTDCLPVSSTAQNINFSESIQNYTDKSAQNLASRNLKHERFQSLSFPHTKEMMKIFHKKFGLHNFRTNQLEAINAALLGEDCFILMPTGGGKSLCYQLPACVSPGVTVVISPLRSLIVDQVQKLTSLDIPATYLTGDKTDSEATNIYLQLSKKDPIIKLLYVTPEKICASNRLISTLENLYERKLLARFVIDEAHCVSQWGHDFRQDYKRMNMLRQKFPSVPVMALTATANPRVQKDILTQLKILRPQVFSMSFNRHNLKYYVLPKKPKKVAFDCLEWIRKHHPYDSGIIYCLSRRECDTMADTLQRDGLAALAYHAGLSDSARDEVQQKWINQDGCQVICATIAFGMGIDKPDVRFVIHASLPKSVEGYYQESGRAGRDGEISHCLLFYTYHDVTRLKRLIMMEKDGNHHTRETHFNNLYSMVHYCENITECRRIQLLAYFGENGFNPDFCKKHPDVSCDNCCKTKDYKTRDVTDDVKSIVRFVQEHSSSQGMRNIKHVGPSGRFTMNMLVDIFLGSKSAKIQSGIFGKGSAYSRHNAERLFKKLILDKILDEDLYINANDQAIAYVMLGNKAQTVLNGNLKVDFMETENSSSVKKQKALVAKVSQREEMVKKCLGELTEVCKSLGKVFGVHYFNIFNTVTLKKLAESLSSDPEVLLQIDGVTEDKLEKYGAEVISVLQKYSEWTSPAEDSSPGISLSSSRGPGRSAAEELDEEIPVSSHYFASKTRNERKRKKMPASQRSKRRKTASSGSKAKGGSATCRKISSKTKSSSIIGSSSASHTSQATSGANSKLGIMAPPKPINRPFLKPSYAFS
Pol beta inh – qHTS Assay for Inhibitors of DNA Polymerase Beta; P06746; Pol beta primer extension/strand displacement, fluorescence kinetic; Potency, µM (series often up to 114 µM), inactives show at the top dose activity change, negative = inhibition, actives largely listed as inhibitors; 340,000 tested, 1.3% active; further: on the % scale 0 is the no-effect control and ±100 the full control effect
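Enzyme-only controls used 10 nM Pol beta; buffer lacking enzyme served as negative control. Compound preincubated 15 min, then 50 nM substrate added; 0 and 10 min reads at room temperature.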
* = called active by the depositor; ? = inconclusive; nt = not tested or not shown; & = joins results of further samples; [ ] = remark or other dose. The call rests on the fitted dose curve; in most records, active means well fitted curve in the direction sought with a large enough effect; inconclusive means small, poorly fitted or top-dose-only effect, or another doubt; inactive means no such curve, though single readings can be large; an effect the other way counts as inactive or inconclusive. Potency means the concentration at half of the fitted maximal effect. An excerpt; rates above refer to the full screens.

SMILES	Pol iota inh	POLH inh	APEX1 inh	Pol kappa inh	JMJD2A Tudor inh	G9a inh	BAZ2B inh	BLM helicase inh	Pol beta inh
COc1ccc(OC)c(/C=N\NC(=O)CC(=O)NCCc2ccccc2)c1	92.9%[activator]	-2.6%	14.5%	-7.4%	-24.7%	18.9%	7.2%	-3.4%	2.1%
CC1Cc2ccccc2N1C1=NS(=O)(=O)c2ccccc21 (stereo not given)	12.7%	0.0%	-2.1%	2.2%	-8.3%	8.1%	2.3%	0.4%	13.1%
COc1ccccc1-n1cnc2c(c1=O)c1nc3ccccc3nc1n2-c1ccc(C)c(C)c1	?	?	2.3%	-14.1%	-30.3%	-10.0%[59 µM]	56.2µM*	?	?
Cc1ccc(Nc2ncc(C(=O)NCCCN3CCN(C)CC3)c3ccccc23)cc1Cl	-17.2%	-13.3%	0.3%	-4.1%	-19.9%	?	-0.3%	-1.0%	-15.1%
Fc1cccc(Nc2nc3ccccc3n3nnnc23)c1	14.7%	-3.7%	0.5%	-16.8%	-7.6%	-1.6%	0.0%	-0.7%	8.9%
CCc1ccc(N(CC)C(=O)c2ccc3c(=O)n4c(nc3c2)CCCCC4)cc1	8.6%	nt	nt	-17.6%	-20.8%	12.5%[59 µM]	-8.1%	-1.5%	-2.5%
Cc1noc(C)c1-c1cncnc1NCc1ccccc1	nt	nt	4.2%	0.8%[60.1 µM]	nt	-4.9%[0.501 µM]	nt	-4.1%	nt
N/C(=N\NC(=O)c1cccc(F)c1)c1cc2ccccc2oc1=O	-0.6%	?	-3.8%	6.5%	-24.2%	nt	0.4%	-1.3%	-0.5%
COc1cccc(NC(=O)N[C@@H](Cc2ccccc2)C(=O)O)c1	1.7%	-5.9%	0.9%	-11.5%	-2.2%	2.8%[59 µM]	-3.9%	2.8%	7.5%
CC(C)C(=O)N1CCC(n2nccc2NC(=O)CCOc2ccccc2)CC1	67.9%[activator]	-8.5%	-5.0%	-12.3%	-18.6%	4.2%[0.501 µM]	-4.0%	-1.4%	15.0%
Cc1ccc2cc(CN(Cc3ccc(F)cc3)Cc3nnnn3C3CCCC3)c(=O)[nH]c2c1	22.4%	-22.0%	10.5%	-14.3%	-31.4%	14.1µM*	3.4%	-8.5%	-1.4%
O=C1OC(=O)c2cc([N+](=O)[O-])ccc21	18.4%	-20.9%	27.3%&16.8%	15.5%	-17.9%	-5.0%[0.501 µM]	?	nt	nt
CN(c1ccccc1)c1ccc(/C=c2\s/c(=C(/C#N)C(=O)C(C)(C)C)n(Cc3ccco3)c2=O)cc1	nt	nt	-8.1%	nt	nt	?	-37.8%	-7.2%	?
C=CCn1c(-c2ccccc2)ccc(C#N)c1=O	13.3%	-0.8%	-2.9%	-6.1%	233.3%[activator]	nt	186.5%[activator]	-6.2%	27.5%
Cc1ccc(C(=O)Nc2c(C(=O)N3CCOCC3)cnn2-c2ccccc2)cc1	-5.0%	-9.0%	-0.5%	-2.8%	-2.7%	-22.1%[59 µM]	5.1%	-14.4%	2.7%
COc1ccc(-c2noc(-c3ccc(NCCc4ccccc4)c([N+](=O)[O-])c3)n2)cc1OC	-7.6%	-12.3%	nt	-5.1%	-10.6%	-28.1%[59 µM]	0.7%	-6.9%	12.2%
CS(=O)(=O)N1CCN(c2ccccc2NC(=O)c2ccc(-c3ccc(Cl)cc3Cl)o2)CC1	8.2%	-1.6%	-3.4%	3.3%	-18.6%	-50.2%[12.7 µM]	40.5%[activator]	5.2%	10.3%
CCN(CC(=O)Nc1c(F)cccc1F)C(=O)c1ccc(N2C(=O)c3ccccc3C2=O)cc1	19.3%	-12.7%	-10.3%	-8.6%	-1.4%	-1.8%	8.5%	nt	nt
CCc1c(C)c(C#N)c2nc3ccccc3n2c1NCC1CCCO1 (stereo not given)	34.1%[activator]	-12.1%	1.7%	-0.1%	37.8%[activator]	31.2%[59 µM]	22.6%	0.3%	1.3%
CCc1ccc(NC(=O)CSc2nc3c(c(=O)n(C)c(=O)n3C)n2C)cc1	26.3%	-16.4%	-0.6%	-1.5%	-21.8%	-8.9%	3.3%	1.6%	-20.1%
COc1ccccc1NC(=O)c1ccc(NC(=O)COC(=O)C2CCCO2)cc1 (stereo not given)	18.9%	5.5%	3.7%	-0.6%	-14.4%	2.6%	-11.3%	-3.0%	-1.3%
C/C(=N/NS(=O)(=O)c1ccc(F)cc1)c1ccncc1	17.9%	0.2%	30.9%	-2.3%	-22.0%	22.4µM*	-13.6%	0.4%	2.1%
CCCOc1ccc(C(=O)CCN2CCCCC2)cc1	-23.3%	-3.9%	2.5%	0.3%	-13.3%	17.8µM*	-6.7%	1.7%	31.3%
C/C(=N\NC(=O)c1c(C)nc2ccccn12)c1ccc(N2CCOCC2)cc1	40.0%[activator]	0.4%	15.5%	-8.1%	-7.0%	16.3%	-5.0%	-0.3%	37.5%[activator]
CN(C)c1cc(-c2ccc(Cl)cc2)oc(=O)c1Cl	71.5%[activator]	-13.4%	-4.2%	-1.7%	-14.8%	-11.1%	-13.9%	-3.1%	3.3%

(listing goes on)
SMILES	Pol iota inh	POLH inh	APEX1 inh	Pol kappa inh	JMJD2A Tudor inh	G9a inh	BAZ2B inh	BLM helicase inh	Pol beta inh
O=C(c1cc(Cl)ccc1O)N1CCN(S(=O)(=O)Cc2ccccc2)CC1	31.8%[activator]	-20.4%	6.9%	7.0%	1.0%	nt	nt	nt	nt
N#Cc1ccccc1NC(=O)CSc1ncn[nH]1	-17.8%	-11.4%	nt	5.7%	-1.3%	-0.7%[59 µM]	2.9%	0.0%	11.7%
CC1=CC2(C#N)C3(N=C(N)C2(C#N)C(c2ccccc2)N1)OCCO3 (stereo not given)	-3.0%	5.9%	0.2%	-24.1%	-8.6%	16.4%[59 µM]	3.2%	2.1%	-0.1%
Cc1ccccc1CNCCSc1nnnn1C	15.5%	-11.6%	nt	-1.6%	-8.2%	6.4%[59 µM]	-16.4%	-3.0%	20.2%
Cc1cccc(NC(=O)Cn2cc(C(=O)C3CCCCC3)c3ccccc32)c1	22.5%	-20.3%	nt	14.5%	3.8%	43.7%[activator][59 µM]	33.0%	-4.4%	8.0%
COc1ccc(CC(NC(C)=O)C(=O)NC2CCN(C(=O)c3ccc(OC)c(OC)c3)CC2)cc1OC (stereo not given)	7.3%	0.5%	-3.0%	3.5%	0.7%	10.5%[0.501 µM]	1.8%	-2.7%	-0.4%
COc1cc(NC(=O)c2csc3c2CCCC3)ncn1	-13.8%	5.3%	15.6%	-7.4%	-4.2%	?	-6.8%	-5.3%	4.1%
CC(C)(C)NC(=O)C1CCN(S(=O)(=O)c2cccc(C(F)(F)F)c2)CC1	145.9%[activator]	-7.3%	-2.1%	0.5%	0.0%	-8.4%	nt	-1.4%	11.3%
COc1ccc(C(=O)NC(=O)Nc2ncccc2C)cc1	7.6%	4.2%	?	-15.5%	-31.5%	-8.5%	1.5%	1.0%	29.9%
O=C(CSc1ccc(Cl)cc1)Nc1ccc(N2CCN(C(=O)c3ccco3)CC2)cc1	?	?	2.4%	0.3%	-20.7%	-26.7%[12.7 µM]	6.8%	-7.0%	-2.7%
Cc1c(/C=C/C(=O)c2ccc(C(C)C)cc2)cnn1C	-24.1%	-5.8%	0.2%	-11.4%	-19.4%	2.6%	-14.0%	-3.6%	-0.7%
CC(=O)N1CCc2cc(S(=O)(=O)CCC(=O)NCc3ccc(C)o3)ccc21	35.0%[activator]	-8.9%	-2.1%	-14.3%	-23.4%	nt	-7.7%	-1.5%	21.4%
COc1ccc(N(Cc2cc3ccccc3[nH]c2=O)C(=O)C2CCCO2)cc1 (stereo not given)	10.1%	-6.4%	-4.7%	-9.9%	-10.8%	?	?	-4.0%	9.6%
CCCCCC(=O)NNC(=S)NC(=O)c1ccccc1[N+](=O)[O-]	59.7%[activator]	-7.1%	5.2%	-13.6%	-13.4%	-41.6%	-29.0%	-11.4%	-11.9%
O=C(CC(C(=O)N1CCc2ccccc21)n1ccnc1)NCc1cccnc1 (stereo not given)	13.6%	-7.4%	-8.5%	-18.3%	-14.9%	?	?	5.1%	3.7%
COCCn1c(N)c(S(=O)(=O)c2cccs2)c2nc3ccccc3nc21	?	-13.6%	-0.3%	-5.9%	2.9%	-50.6%[12.7 µM]	5.3%	?	-5.9%
CCCOc1ccc(N2C(=O)CC(N(CCC)C(=O)CCC(=O)O)C2=O)cc1 (stereo not given)	9.3%	0.8%	0.8%	-19.1%	?	3.2%[59 µM]	-1.3%	-1.0%	28.3%
CCN(CC)S(=O)(=O)c1ccc(Cl)c(C(=O)Oc2cccc(-c3cnc4ccccc4n3)c2)c1	22.1%	-4.6%	6.0%	-6.8%	-6.9%	-41.2%[59 µM]	6.4%	2.1%	22.1%

Random excerpt: 5 records from the list
SMILES	Pol iota inh	POLH inh	APEX1 inh	Pol kappa inh	JMJD2A Tudor inh	G9a inh	BAZ2B inh	BLM helicase inh	Pol beta inh
O=C(CC(C(=O)N1CCc2ccccc21)n1ccnc1)NCc1cccnc1 (stereo not given)	13.6%	-7.4%	-8.5%	-18.3%	-14.9%	?	?	5.1%	3.7%
CCCOc1ccc(N2C(=O)CC(N(CCC)C(=O)CCC(=O)O)C2=O)cc1 (stereo not given)	9.3%	0.8%	0.8%	-19.1%	?	3.2%[59 µM]	-1.3%	-1.0%	28.3%
O=C(CSc1ccc(Cl)cc1)Nc1ccc(N2CCN(C(=O)c3ccco3)CC2)cc1	?	?	2.4%	0.3%	-20.7%	-26.7%[12.7 µM]	6.8%	-7.0%	-2.7%
COc1ccc(C(=O)NC(=O)Nc2ncccc2C)cc1	7.6%	4.2%	?	-15.5%	-31.5%	-8.5%	1.5%	1.0%	29.9%
CC(=O)N1CCc2cc(S(=O)(=O)CCC(=O)NCc3ccc(C)o3)ccc21	35.0%[activator]	-8.9%	-2.1%	-14.3%	-23.4%	nt	-7.7%	-1.5%	21.4%

Source: PubChem (National Center for Advancing Translational Sciences (NCATS))
